Bioassay records from PubChem.
CFTR F508del cor – CFTR F508del correction in bronchial cells; CFBE cells, YFP halide quenching; stimulated with forskolin plus potentiator P3; % fluorescence drop versus neutral controls; activity (quench increase), % at 7.58 µM; hit rate 0.36% among 350,000; AID 720511;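 active means mean added fluorescence quench of at least 8% versus neutral control, with both replicates also reaching 8%; inconclusive means only one of the mean or replicate conditions met; inactive means mean below 8% and not both replicates reaching 8%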;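 further: cells transiently co-express mutant CFTR-F508del with the halide-sensitive YFP; corrector assay measuring rescue of mutant channel to the surface after 24 h compound exposure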
DENV2 CPE rescue – inhibitors of DENV2 cytopathic effect; hit rate 1.7% among 350,000; CPE inhibition, % at 9.99 µM; AID 651640; DENV2-infected cells, cytopathic effect rescue, plate reader; in the data active means CPE inhibition above about 20%, passing the limit was not always enough; inconclusive means no clear call, values can overlap the other calls; tested in BHK-21 cells;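 further: 0% = median of neutral control wells and 100% = median of positive control wells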
PAX8 inh HTS – PAX8 transcriptional activity inhibition. AID 652154. hit rate 1.2% among 360,000. RMG-I TPO-luciferase reporter, SteadyGlo, 24 h. inhibition, % at 12.6 µM;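 active means mean replicate inhibition at least 60% with every replicate also reaching 60%; inconclusive means only one of the two criteria is met; inactive means mean below 60% and not all replicates reaching 60%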;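 further: luciferase light reporting Pax8 driven TPO promoter activity; plate controls were median of neutral control wells for no effect and mitoxantrone controls for full effect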
INS-1E GSIS act – primary screen for activators of insulin secretion dependent on glucose, INS-1E cells, GLuc reporter luminescence. activation, % at 16.6 µM. hit rate 0.61% among 370,000. INS-1E GLuc reporter insulin secretion, 2-3 h;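 active means lowest replicate activation of at least 40%, so every replicate reaches that level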;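 further: 0% = median of neutral control wells and 100% = median of IBMX positive control wells; some compounds called inactive have numbers as strong as hits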
XiGFP reactiv – reactivates the inactive X chromosome in mouse fibroblasts; hit rate 0.055% among 360,000; activation, % at 7.58 µM; AID 743238; XiGFP mouse fibroblasts, % GFP-positive cells imaging, 3 d; cells co-treated with 5-aza-dC sensitizer; scaled so ellipticine positive control = 100%;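 active means mean normalized replicate activation at least 10% and every replicate at or above 10%; inconclusive means only one of the two criteria met; inactive means mean below 10% and not all replicates reach 10%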;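 further: 0% = median of on-plate neutral control wells and 100% = ellipticine 6 µM median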
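assay system = SV40-immortalized XiGFP fibroblast cells, line 68-5-11 | buffer or medium = DMEM plus 5-aza-dC sensitizer | doses = single-point pinned compound dosing | times = 3-day compound exposure, then 15 min fixation at room temperature | benchmarks = positive control ellipticine, 6 µM final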
ARNT TACC3 PPI – disruptors of human ARNT/TACC3 interaction. AlphaScreen His-ARNT PAS-B/GST-TACC3 binding, luminescence; TACC3 fragment carries E629A point mutation. inhibition, % at 9.99 µM. hit rate 0.66% among 390,000. Q9Y6A5. AID 623870;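 active means mean inhibition of replicates at least 50% and at least half of replicates each reaching 50%; inconclusive means half or more replicates reach 50% but mean below 50%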;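 further: 0% = complete ARNT plus TACC3 wells and 100% = ARNT alone without TACC3; many hits fall short of the cut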
ERp5 block – ERp5 (human) disulfide isomerase inhibition | Q15084 | ERp5 insulin aggregation, absorbance 650 nm, 90 min | inhibition, % at 9.99 µM | hit rate 0.05% among 350,000 | AID 651711;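 active means mean replicate inhibition above about 25%, with every replicate also reaching it, limit read from the data, passing the limit was not always enough; inconclusive means only one of those two criteria met; inactive means neither criterion met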
Target sequence (Q15084 whole entry, looked up): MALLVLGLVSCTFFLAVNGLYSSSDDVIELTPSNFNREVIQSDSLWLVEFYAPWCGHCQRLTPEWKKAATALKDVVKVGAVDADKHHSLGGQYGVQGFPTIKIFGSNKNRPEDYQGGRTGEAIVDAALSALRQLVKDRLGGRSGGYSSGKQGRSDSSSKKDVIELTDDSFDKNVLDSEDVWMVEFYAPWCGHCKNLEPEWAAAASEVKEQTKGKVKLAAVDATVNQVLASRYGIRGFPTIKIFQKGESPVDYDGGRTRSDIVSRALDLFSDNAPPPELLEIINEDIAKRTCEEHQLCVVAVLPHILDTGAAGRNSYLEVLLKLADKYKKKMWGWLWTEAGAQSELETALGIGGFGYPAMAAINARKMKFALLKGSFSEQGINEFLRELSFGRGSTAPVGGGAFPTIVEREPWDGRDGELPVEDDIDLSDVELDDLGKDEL
EWS-Fli block – inhibitors of EWS/Fli oncoprotein transcriptional activity. A673 NR0B1-luciferase reporter, viability-normalised. inhibition, % at 12.6 µM. hit rate 0.67% among 350,000. AID 651661;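 active means mean inhibition of at least 50% after viability correction, with every replicate also passing that limit; inconclusive means mean reaches 50% but only one of two replicates passes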;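 further: firefly luciferase signal divided by Alamar Blue viability fluorescence both relative to DMSO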
An asterisk follows results filed as active; u = inconclusive; x = not tested or not shown.

SMILES	CFTR F508del cor	DENV2 CPE rescue	PAX8 inh HTS	INS-1E GSIS act	XiGFP reactiv	ARNT TACC3 PPI	ERp5 block	EWS-Fli block
CCOc1ccc(NC(=O)CN(C)C(=O)C2CC(=O)N(CCc3ccccc3)C2)cc1OCC (stereo not drawn)	0.5	3	5	2	0.0	-18	2	-1
C=C1CC2(OC1=O)c1ccccc1CCc1ccccc12	-7.4	1	71*	2	0.0	1	-2	52*
CSc1ccc(CN(C)C(=O)COc2ccc(C(=O)c3ccccc3)cc2)cc1	0.7	5	9	-12	0.3	-23	1	22
COc1cccc(C#Cc2ccc([C@@H]3[C@@H](C#N)N(C(=O)c4ccccn4)[C@H]3CO)cc2)c1	3.1	-1	48	4	0.0	17	6	3
CCn1c(C(C)NS(=O)(=O)c2ccc(Cl)cc2)n[nH]c1=S (stereo not drawn)	-1.3	6	8	54	0.0	-8	-6	0
CCOC(=O)C1=C(N)N2C(=O)C(C)SC2=C(C(=O)OCC)C1c1ccc(O)cc1 (stereo not drawn)	0.4	5	10	-2	0.1	12	4	11
O=C(NN=C1CCCCCCCCCCC1)c1ccccc1F	x	x	-39	2	0.1	-3	x	x
CCC1CCCCN1CCCNC(=O)C1CCN(c2nnc(-n3cccc3)s2)CC1 (stereo not drawn)	0.0	1	-3	-4	0.1	1	-5	2
Cc1ccc(C)c(OCc2cc(C(=O)NC(c3ccccn3)C(F)(F)F)no2)c1 (stereo not drawn)	-1.1	18	-2	-35	0.0	-8	-4	10
Cc1cc(NC(=O)CSc2nnc(-c3ccncc3)n2C)n(-c2ccccc2)n1	-5.4	-1	17	-3	-0.1	-9	-6	-16
O=c1c(Cc2ccccc2O)c(O)nc2n1CCCS2	-0.3	-3	1	x	0.0	5	-7	8
Cc1cccc(NCCC(=O)c2ccc(Br)cc2)c1	4.5	-3	x	8	x	-3	6	-28
COc1ccc(CNC(=O)C[C@@H]2CC[C@@H](NC(=O)c3cccc(F)c3)[C@@H](CO)O2)cc1	-1.5	-5	-8	1	0.0	32	-3	-2
Cc1c(Cl)cnc(NC(=O)CSc2nnnn2C)c1Cl	-0.2	-4	-11	1	0.1	4	x	0
COC(=O)C1=CN(C)C=C(C(=O)OC)C1c1ccc(O)c(OC)c1	x	x	-6	-2	x	-3	1	x
Cc1noc(C)c1S(=O)(=O)Nc1ccccc1OC(F)(F)F	-4.6	-3	5	-1	0.2	-3	-2	-8
O=C(COC(=O)c1ccc2[nH]c3c(c2c1)CCCC3)Nc1ccccc1	0.9	-3	-33	-13	0.2	-2	-2	-9
O=C(C=C(O)c1ccc(Cl)cc1)C(=O)NNC(=O)C(O)(c1ccccc1)c1ccccc1	1.3	9	12	-1	0.6	-6	1	0
COc1cccc(CNC(=O)C[C@H]2C=C[C@H](NS(=O)(=O)c3ccccc3OC)[C@@H](CO)O2)c1	1.3	2	-14	-4	-0.1	-3	6	-4
Cc1ccc(C)c(N(C(=O)CNC(=O)c2ccco2)C(C(=O)NC2CCCCC2)c2ccncc2)c1 (stereo not drawn)	-0.8	4	0	4	0.1	8	-3	-2
CC(=O)c1ccc(N2CCN(C(=O)c3nn(Cc4ccccc4)c(=O)c4ccccc34)CC2)cc1	0.0	-2	32	x	0.0	2	-6	-1
Cc1ccccc1N1C(=O)C(Oc2ccc(Cl)cc2)C1CNC(C)(C)C (stereo not drawn)	-0.1	u	27	x	0.2	-5	5	17
COc1ccc(-c2cc(C(=O)N3CCN(c4ccccc4)CC3)no2)cc1	-0.5	-1	-118	-7	0.0	x	-2	-113
COc1ccc(-n2nc3c(c2NC(=O)c2c(F)cccc2Cl)CS(=O)C3)cc1 (stereo not drawn)	-2.2	2	-5	-9	0.1	-6	3	3
COc1cc(OC)c(OC)cc1CN1CCN(S(=O)(=O)c2ccc(NC(C)=O)cc2)CC1	1.5	-2	14	-5	0.0	6	-3	11
N#C[C@H]1[C@@H](c2ccccc2C2=CCCC2)[C@H](CO)N1C(=O)C1CCCC1	-1.0	41*	4	-11	0.2	x	7	-3
CC(C)c1ccccc1NC(=O)COC(=O)/C=C/c1cccc([N+](=O)[O-])c1	-0.9	8	-11	9	0.5	x	-1	2
C[C@H](O)C#Cc1cnc2c(c1)C(=O)N([C@H](C)CO)C[C@H](C)[C@@H](CN(C)CC1CCOCC1)O2	-1.2	3	-9	3	0.2	-3	3	-8
COc1ccc2c(CN3CCCC3)cc(=O)oc2c1	-2.9	4	-7	-7	-0.2	x	-6	-2
CCCCn1nc(NC(=O)CC)c2cc3cc(OC)ccc3nc21	9.6*	3	-36	29	0.0	3	1	1
Nc1c(Br)c(=O)[nH]c(=O)n1-c1ccc(F)cc1	1.0	-3	-6	-3	0.1	-10	0	0
C[C@@H]1CCCCO[C@H](CN(C)C(=O)Nc2cccc3ccccc23)[C@@H](C)CN([C@@H](C)CO)C(=O)c2cc(NC(=O)Nc3ccc(F)cc3)ccc2O1	-2.5	33*	u	10	0.0	-16	0	13
CN1CC(c2ccccc2)C(c2ccc(Cl)cc2)=N1 (stereo not drawn)	2.6	7	4	25	0.0	-3	3	8
COCCNCCOc1ccc(C)cc1[N+](=O)[O-]	x	13	5	12	-0.1	-1	-4	8
Fc1cccc(Cl)c1CSc1nnnn1-c1ccc2c(c1)OCO2	x	-4	x	3	x	1	4	x
CC1CN(C(=O)COC(=O)[C@@H]2CC(O)CN2S(=O)(=O)c2ccc3c(c2)OCCO3)CC(C)O1 (stereo partly drawn)	x	3	3	-9	0.6	-3	5	-1
O=C(N=C1N=C2C=CC=CN2Cc2ccccc21)c1ccc(S(=O)(=O)N2CCCC2)cc1	-1.2	-5	-165	20	-0.1	-2	0	-82
Cc1noc(C)c1S(=O)(=O)Nc1ccc2c(c1)CC(=O)N([C@@H](C)CO)C[C@H](C)[C@@H](CN(C)Cc1ccc(C(=O)O)cc1)O2	3.6	0	-18	12	0.5	-9	-8	-2
CS(=O)(=O)N(CC(=O)N1CCc2ccccc2C1)c1ccc(Cl)cc1F	0.7	5	-7	-9	0.1	-5	3	9
COc1cccc(CNC(=O)CCC2CCCN(C(=O)C3=CC(=O)CC(C)(C)O3)C2)c1 (stereo not drawn)	-1.4	-4	9	6	0.3	x	-1	-5
CCN(CC)S(=O)(=O)c1c(OC)cc(C)c(Cl)c1C	-0.5	-2	15	-9	0.1	29	-1	-6
CC1(C)CC(N=Cc2c(O)n(Cc3ccc4c(c3)OCO4)c(=O)c3ccccc23)CC(C)(C)N1	-0.7	x	3	10	-0.1	8	-1	-12
CCN(CC(=O)Nc1c(F)cccc1F)C(=O)CCN1C(=O)c2cccc([N+](=O)[O-])c2C1=O	3.7	15	-19	5	0.0	0	-4	7
O=C(OCC(=O)C12CC3CC(CC(C3)C1)C2)c1ccc(CO)cc1	-1.3	u	-81	12	0.2	-9	-22	1
Cc1cc(OCC(=O)NCC(c2cccs2)N2CCOCC2)ccc1C(C)C (stereo not drawn)	-5.8	12	3	-51	0.0	-3	0	10
O=C1C[C@@H](c2ccc(O)cc2)Oc2cc(O)cc(O)c21	-0.8	103*	-50	x	0.6	-4	9	-5
Cc1ccc(-n2nc3c(N4CCC(C(=O)N5CCC(C(N)=O)CC5)CC4)nnc(C)c3c2C)cc1	-1.1	4	8	-15	0.4	4	x	x
CCCCn1c(SCC(=O)NNC(=O)c2ccco2)nnc1-c1ccco1	-0.9	x	-8	0	0.1	x	-6	-2
CN(C)CCN1CCN(C2CN(Cc3ccc(F)cc3)S(=O)(=O)C2)CC1 (stereo not drawn)	1.7	7	-7	12	0.1	x	-1	-6
C=CCN1c2ccccc2[C@]23C[C@@H](C(=O)OC)N(C(=O)c4ccc(Br)cc4)C2=NC(C(=O)OC)=C(C(=O)OC)[C@H]13	-0.4	x	50	x	0.0	3	3	15
N#C/C(=C\c1ccc(-c2cccc([N+](=O)[O-])c2)o1)C(=O)Nc1nc(-c2cccs2)cs1	1.1	0	3	25	-0.1	-1	8	-1
COc1ccc(NC(=O)c2cc(Br)ccc2Cl)c(OC)c1	1.5	8	5	7	-0.1	x	1	-15
CC(C)NC(=O)N(C)C[C@@H]1Oc2ncc(-c3cncnc3)cc2C(=O)N([C@@H](C)CO)C[C@@H]1C	1.1	0	-33	19	-0.9	0	-11	-8
COCC(=O)N1CC2(C1)CN(Cc1ccc3c(c1)OCO3)[C@H](CO)c1c2c2ccc(OC)cc2n1C	3.1	-5	x	-9	0.1	x	-5	-3
COc1cccc(S(=O)(=O)N[C@@H]2CC[C@@H](CC(=O)NCc3ccccc3)O[C@@H]2CO)c1	1.9	-5	4	11	-0.4	-7	-1	-1
CCOC(=O)c1cc(-c2ccccc2)nc2nc(N3CCCCC3)sc12	x	x	-5	2	-0.1	-4	x	x
O=Cc1ccc(OCCCOc2cccc3cccnc23)cc1	-1.7	-5	5	15	0.0	-3	2	-10
COc1ccc(S(=O)(=O)N(C)C[C@@H]2OCCCC[C@H](C)Oc3ccc(NS(=O)(=O)c4ccc(C)cc4)cc3C(=O)N([C@@H](C)CO)C[C@@H]2C)cc1	0.4	15	42	-13	0.4	2	-2	12
COc1cc(C#Cc2ccc3cc(CCCO)oc(=O)c3c2)cc(OC)c1	9.1*	-11	-15	2	0.0	-1	2	40
S=C(NCC1CCCO1)N1CCc2ccccc2C1 (stereo not drawn)	-0.8	1	-40	17	0.0	-5	-1	x

An excerpt from above in order of their number in INS-1E GSIS act, smallest number first.
SMILES,INS-1E GSIS act
CCOC(=O)C1=C(N)N2C(=O)C(C)SC2=C(C(=O)OCC)C1c1ccc(O)cc1 (stereo not drawn),-2
CCN(CC(=O)Nc1c(F)cccc1F)C(=O)CCN1C(=O)c2cccc([N+](=O)[O-])c2C1=O,5
COc1cccc(CNC(=O)CCC2CCCN(C(=O)C3=CC(=O)CC(C)(C)O3)C2)c1 (stereo not drawn),6

Further records follow:
SMILES	CFTR F508del cor	DENV2 CPE rescue	PAX8 inh HTS	INS-1E GSIS act	XiGFP reactiv	ARNT TACC3 PPI	ERp5 block	EWS-Fli block
Cc1c(NS(=O)(=O)c2cc(C(=O)O)ccc2Cl)c(=O)n(-c2ccccc2)n1C	-1.7	-2	-9	19	0.0	3	-3	x
C[C@@H]1CN([C@H](C)CO)C(=O)Cc2cc(NC(=O)Nc3ccc4c(c3)OCO4)ccc2O[C@@H]1CN(C)C(=O)Nc1ccc(F)cc1	-1.1	2	9	-4	0.1	3	x	-5
Nc1ncn([C@@H]2O[C@H](CO)[C@@H](O)[C@H]2O)c(=O)n1	-2.2	-2	21	-9	7.9	-3	2	62*
COc1cc(/C=N/Nc2ncnc3sc4c(c23)CCC4)ccc1O	-0.7	1	-3	4	0.0	11	-1	22
Cn1nc(C(C)(C)C)cc1C(=O)Sc1cccc(Br)c1	-0.8	-2	-2	x	0.0	-8	1	-2
O=[N+]([O-])c1ccc(OCCO)c(P(=O)(c2ccccc2)c2ccccc2)c1	-1.3	2	-11	-5	0.0	-2	u	11
CO[C@H]1CN(C)C(=O)c2cc(NC(=O)Nc3c(C)noc3C)ccc2OC[C@H](C)NC[C@H]1C	-0.9	20	-4	17	0.2	-5	-1	-2
Cc1ccc(NS(=O)(=O)c2ccc(-c3ccc(=O)[nH]n3)o2)cc1Cl	2.0	-5	-3	8	0.0	1	-3	-14
C[C@@H]1CN([C@@H](C)CO)C(=O)c2cccc(NC(=O)Nc3ccc(F)cc3)c2O[C@H]1CN(C)Cc1ccc(C(=O)O)cc1	-0.5	x	-11	2	7.3	-10	0	11

Hits appear at their usual frequency. Share with any hit: about 4.2%.
